# GPR151 ag: human GPR151 activation; PathHunter beta-arrestin GPR151 cells, luminescence; actives 1% (n = 650,000); activation, % at 11.2 µM; in the data active = activation above about 4.9%;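 also: 0% = median of compound wells and 100% = cells with positive control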
# FBW7 act: activators of human E3 ligase FBW7; AlphaScreen FBW7–phospho-cyclin E peptide binding, activator screen; normalized activity (activation), % at 26.1 µM; actives 0.13% (n = 650,000); AID 1259310; in the data active = normalized activity above about 1.9%;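 also: purified mutant Fbw7 with reduced substrate affinity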
# MITF primary: inhibitors of human MITF. AlphaScreen MITF homodimerization, bead proximity signal. inhibition, % at 2.6 µM. actives 0.91% (n = 650,000). AID 1259374; in the data active = inhibition above about 50%;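 also: 0% = vehicle wells with protein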
# Target sequence (O75030 whole entry, looked up): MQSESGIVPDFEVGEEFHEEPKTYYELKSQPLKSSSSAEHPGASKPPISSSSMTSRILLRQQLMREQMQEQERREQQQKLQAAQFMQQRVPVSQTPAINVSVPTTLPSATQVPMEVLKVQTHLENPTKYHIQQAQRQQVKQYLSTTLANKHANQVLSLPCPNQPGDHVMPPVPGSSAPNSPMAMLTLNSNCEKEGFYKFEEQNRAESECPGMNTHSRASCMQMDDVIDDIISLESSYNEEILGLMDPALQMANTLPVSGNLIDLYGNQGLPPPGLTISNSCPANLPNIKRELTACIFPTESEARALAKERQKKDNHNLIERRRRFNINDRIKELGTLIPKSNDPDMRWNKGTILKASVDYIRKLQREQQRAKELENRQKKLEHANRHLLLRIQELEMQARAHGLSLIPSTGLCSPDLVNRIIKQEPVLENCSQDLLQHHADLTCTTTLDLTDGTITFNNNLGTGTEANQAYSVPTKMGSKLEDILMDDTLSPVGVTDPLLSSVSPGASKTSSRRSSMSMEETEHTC
# TEAD-YAP inh: TEAD-YAP interaction inhibition | actives 1.4% (n = 640,000) | AID 1259422 | inhibition, % at 9.12 µM | HEK-TIYL cells, TEAD-Gal4/YAP UAS-luciferase luminescence; in the data active = inhibition above about 32%;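 also: 0% = median of test compound wells and 100% = reference inhibitor wells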
# * marks the source's active call; other numbers are inactive results. Rows are unselected. About 3.4% of those tested had a hit in this group.
mol | GPR151 ag | FBW7 act | MITF primary | TEAD-YAP inh
CCCCCCOc1ccc(N2C(=O)/C(=C\c3ccccc3)N=C2c2ccccc2)cc1 | -1.4 | 0.2 | -2.2 | 6.1
CC(=O)N1CCN(c2ccc([N+](=O)[O-])c(NCc3ccco3)c2)CC1 | 1.5 | 0.1 | -12.8 | -37.4
Cc1nc2sc3c(c2c(=O)o1)CCC(C)C3 (stereo unspecified) | 0.4 | -0.1 | 4.5 | 13.8
Cc1ccc(S(=O)(=O)Nc2cc(Cl)c3oc4c(c3c2)CCCC4)cc1 | 1.2 | -0.1 | -15.6 | -0.9
Cc1ccc(-c2nc3cccc([N+](=O)[O-])c3nc2-c2ccc(C)cc2)cc1 | 0.1 | -0.1 | 7.2 | 3.8
NC(=O)Nc1ccc(C(=O)OCC(=O)Nc2ccccc2C(=O)c2ccccc2)cc1 | -0.8 | -0.1 | 4.5 | 5.0
O=C(NC1CCS(=O)(=O)C1)/C(=C\c1ccc(Cl)cc1)NC(=O)c1ccccc1 (stereo unspecified) | 0.8 | -0.1 | 2.6 | -6.2
COc1ccc(N2CCN(C(c3ccc(N(C)C)cc3)c3nnnn3C(C)C)CC2)cc1 (stereo unspecified) | -0.3 | 0.2 | 7.5 | 9.5
Cc1cccc(NC(=O)CN2C(=O)N/C(=C/c3ccc(-c4ccc(C(=O)O)cc4)o3)C2=O)c1 | 0.1 | 0.0 | 5.5 | -6.2
COc1ccccc1COCC(O)CNCCc1ccc(C(F)(F)F)cc1 (stereo unspecified) | 3.3 | -0.2 | 12.4 | 5.3
O=C(Nn1cnnc1)c1cc(-c2ccccn2)nc2ccccc12 | -1.1 | 0.7 | 17.6 | -0.1
O=C(Cn1nc(-c2ccccc2)ccc1=O)NCc1ccc(F)cc1Cl | 0.1 | 0.1 | -0.2 | -4.2

mol | GPR151 ag | FBW7 act | MITF primary | TEAD-YAP inh
Cc1cccc(N2CCN(C(=O)c3cccc(N4C(=O)C5C6C=CC(C6)C5C4=O)c3)CC2C)c1 (stereo unspecified) | 0.0 | 0.2 | 4.5 | 6.3
CCN(c1ccccc1)S(=O)(=O)c1ccc2[nH]cc(C(=O)N3CCOCC3)c(=O)c2c1 | 0.1 | 0.0 | 22.5 | 3.1
CCn1cc(/C=C(\NC(=O)c2ccccc2)C(=O)NCCN2CCOCC2)c2ccccc21 | -0.7 | 0.0 | -8.5 | -8.5
CN(Cc1ccco1)C(=O)CN1C(=O)NC2(CCCCC2)C1=O | 0.6 | -0.1 | -7.3 | -6.6
C/C(=N\Nc1ccc(S(=O)(=O)O)cc1)c1cccc(Br)c1 | -0.1 | -0.5 | 56.3* | -7.2
O=C(O)c1cccc(N/C(=N\S(=O)(=O)c2ccccc2)c2ccccc2)c1 | -3.0 | 0.7 | 17.7 | -1.6
O=C(Cc1n[nH]c(=O)[nH]c1=O)N/N=C/c1ccccc1O | -0.7 | 0.0 | 14.7 | 4.2
N#C/C(C(N)=O)=c1/s/c(=C\c2ccc3c(c2)OCO3)c(=O)n1Cc1ccccc1 | 1.8 | 0.1 | 9.6 | -17.4
CN1CCN(Cc2c(O)ccc3c2O/C(=C\c2ccccc2Cl)C3=O)CC1 | -0.7 | 0.1 | 2.2 | 4.5
CC(=O)Nc1ccc(CN2CCN(C3CCCCC3)C(CCO)C2)cc1 (stereo unspecified) | 0.6 | -0.1 | 15.9 | 0.7
CSc1ccc(C2C(C#N)=C(C)NC(C)=C2C#N)cc1 | -0.3 | 0.1 | 9.8 | -3.4
O=C(N/N=C/C(Br)=C/c1ccccc1)c1n[nH]c2c1CCC2 | -1.0 | 0.0 | 4.1 | 12.1

# Grouped by structure, the entries above with bromine (2)
mol | GPR151 ag | FBW7 act | MITF primary | TEAD-YAP inh
C/C(=N\Nc1ccc(S(=O)(=O)O)cc1)c1cccc(Br)c1 | -0.1 | -0.5 | 56.3* | -7.2
O=C(N/N=C/C(Br)=C/c1ccccc1)c1n[nH]c2c1CCC2 | -1.0 | 0.0 | 4.1 | 12.1

# Carrying on.
mol | GPR151 ag | FBW7 act | MITF primary | TEAD-YAP inh
COc1ccc(/C=C2/NC(=O)NC2=O)cc1 | -1.3 | -0.2 | -6.9 | -8.4
COc1ccc(-c2nnc3n2N=C(c2ccc(C)cc2)CS3)cc1OC | -2.3 | 0.2 | 14.6 | 52.1*
COc1cc(OC)nc(Oc2cc(C=O)ccc2OC)n1 | 3.7 | 0.1 | -3.5 | 14.5
CC1=C(C(=O)OC2CCCC2)C(c2ccccc2C)C2=C(CC(C)(C)CC2=O)N1 (stereo unspecified) | -1.2 | 0.0 | -9.0 | 16.3
Nc1cc(-c2ccccc2)nn1CC1CCCCC1 | -1.9 | -0.1 | 4.2 | -2.1
CC1CC(Nc2ccccc2)c2ccccc2N1C(=O)NC1CCCCC1 (stereo unspecified) | 0.7 | 0.6 | 20.9 | -9.9
NC(=S)N/N=C/c1cccc(/C=N/NC(N)=S)c1 | 0.0 | -0.1 | 8.9 | 2.0
NC(=O)C1CCN(C(=O)c2ccc3c(c2)OCO3)CC1 | -1.1 | -0.1 | -2.9 | 1.2
COc1cccc(C(=O)Nc2cccc(Nc3ccc(-c4cccnc4)cn3)c2)c1 | -0.6 | -0.5 | 10.7 | -13.3
CC(=O)NC1=NC(=O)/C(=C\c2ccc(C(C)(C)C)cc2)S1 | 0.8 | 0.0 | 6.5 | -43.1
Cc1cc(C)cc(NC(=O)Cn2c(=O)n(CCCCC(=O)NC3CCCC3)c(=O)c3ccccc32)c1 | -1.5 | -0.2 | 6.3 | 1.0
COc1cccc(N2CCN(c3ncnc4c3c(-c3ccccc3)cn4-c3cccc(C)c3)CC2)c1 | 0.2 | 0.0 | 2.0 | 4.6

mol | GPR151 ag | FBW7 act | MITF primary | TEAD-YAP inh
CCNC(=O)C1Cc2ccccc2N1S(=O)(=O)c1ccc2ccccc2c1 (stereo unspecified) | -0.5 | -0.1 | 18.3 | 1.8
CC(C)C(NC(=O)C(c1ccccc1)c1ccccc1)C(=O)N1CCOCC1 (stereo unspecified) | 1.0 | 0.0 | 8.8 | -6.0
Cc1c(-c2ccccc2)nc2sc3c(c2c1N)CCCC3 | 0.7 | 0.0 | -10.2 | -15.9
CCc1ccc(NC(=O)c2cc3nc(-c4ccccc4)cc(C)n3n2)cc1 | 1.4 | 0.3 | -6.1 | 0.5
COc1ccc(CCN(Cc2ccccn2)C(=S)Nc2cc(Cl)ccc2C)cc1OC | 0.2 | -0.1 | -17.2 | -4.6
COc1ccccc1-n1nc(C(=O)NCCCN(C)Cc2ccccc2)c2ccccc2c1=O | 1.5 | -0.1 | -11.1 | -8.3
Cc1nn(CC(=O)N2CCCCC2)c(=O)c2ccccc12 | 2.5 | -0.2 | 0.7 | 2.5
COc1ccc(-n2nc(C(=O)NCC(=O)O)c3ccccc3c2=O)cc1Cl | 0.2 | -0.1 | 0.2 | -4.4
COC(=O)c1c(NC(=O)c2ccc(Cl)s2)sc(C)c1C | 0.5 | 0.1 | 13.2 | 7.1
COc1cccc(C(=O)N2CCN=C2SCc2ccccc2)c1OC | -0.4 | 1.3 | 8.9 | -18.8
O=C(CCN1CCCCC1)Nc1ccc(Cl)cc1 | -0.8 | 0.1 | -0.2 | -7.0
C/C(=N\NS(=O)(=O)c1ccc(Cl)cc1)c1c(O)cc(C)oc1=O | -1.5 | 0.4 | 11.4 | 7.4

# Arranged by number of heavy atoms (falling): part of the list above
mol | GPR151 ag | FBW7 act | MITF primary | TEAD-YAP inh
Cc1cc(C)cc(NC(=O)Cn2c(=O)n(CCCCC(=O)NC3CCCC3)c(=O)c3ccccc32)c1 | -1.5 | -0.2 | 6.3 | 1.0
COc1ccccc1-n1nc(C(=O)NCCCN(C)Cc2ccccc2)c2ccccc2c1=O | 1.5 | -0.1 | -11.1 | -8.3
COc1ccc(CCN(Cc2ccccn2)C(=S)Nc2cc(Cl)ccc2C)cc1OC | 0.2 | -0.1 | -17.2 | -4.6
COc1cccc(C(=O)Nc2cccc(Nc3ccc(-c4cccnc4)cn3)c2)c1 | -0.6 | -0.5 | 10.7 | -13.3
CC1=C(C(=O)OC2CCCC2)C(c2ccccc2C)C2=C(CC(C)(C)CC2=O)N1 (stereo unspecified) | -1.2 | 0.0 | -9.0 | 16.3
CC(C)C(NC(=O)C(c1ccccc1)c1ccccc1)C(=O)N1CCOCC1 (stereo unspecified) | 1.0 | 0.0 | 8.8 | -6.0
CCc1ccc(NC(=O)c2cc3nc(-c4ccccc4)cc(C)n3n2)cc1 | 1.4 | 0.3 | -6.1 | 0.5
COc1ccc(-c2nnc3n2N=C(c2ccc(C)cc2)CS3)cc1OC | -2.3 | 0.2 | 14.6 | 52.1*
COc1cccc(C(=O)N2CCN=C2SCc2ccccc2)c1OC | -0.4 | 1.3 | 8.9 | -18.8
C/C(=N\NS(=O)(=O)c1ccc(Cl)cc1)c1c(O)cc(C)oc1=O | -1.5 | 0.4 | 11.4 | 7.4
Cc1nn(CC(=O)N2CCCCC2)c(=O)c2ccccc12 | 2.5 | -0.2 | 0.7 | 2.5
NC(=O)C1CCN(C(=O)c2ccc3c(c2)OCO3)CC1 | -1.1 | -0.1 | -2.9 | 1.2
Nc1cc(-c2ccccc2)nn1CC1CCCCC1 | -1.9 | -0.1 | 4.2 | -2.1
NC(=S)N/N=C/c1cccc(/C=N/NC(N)=S)c1 | 0.0 | -0.1 | 8.9 | 2.0

# The list goes on.
mol | GPR151 ag | FBW7 act | MITF primary | TEAD-YAP inh
CC(=O)N1CCc2nc(-c3ccccc3)nc(N3CCCC3)c2C1 | 2.2 | 0.4 | 8.1 | -14.5
CCn1ncc(C(=O)N2CCCC(c3ccnc4nc(C(F)(F)F)nn34)C2)c1C (stereo unspecified) | -1.2 | -0.1 | -8.4 | -9.6
CCCCN(CC)C(=O)CSc1nc2nc(C)c(Cc3ccc(F)cc3Cl)c(C)n2n1 | -1.5 | -0.1 | 9.1 | 3.4
Cn1nnc(N2C(=O)C(O)=C(C(=O)c3ccco3)C2c2ccccc2)n1 (stereo unspecified) | -2.1 | 0.5 | 2.1 | -1.2
CCCCOc1ccc(NC(=O)CN2CCN(c3ccccc3OC)CC2)cc1 | 0.1 | 0.5 | 16.1 | 23.5
CSc1ccccc1C(=O)NCc1ccc(Cl)cc1 | 0.8 | -0.1 | 14.7 | -3.9
CCOC(=O)C1=CN(c2cc(C)cc(C)c2)C=C(C(=O)OCC)C1c1ccc2c(c1)OCO2 | 0.2 | 0.2 | 7.0 | 1.0
Cc1ccc(-n2cc(-c3ccccc3)c3c(NCC(C)C)ncnc32)cc1Cl | 1.8 | -0.1 | -6.4 | -3.4
Nc1[nH]nc2nc(N3CCCCC3)nc(-c3ccco3)c12 | 0.3 | 0.0 | -5.4 | 4.9
CCC(C(=O)OC)N1C(=O)/C(=C/c2ccc(OC)cc2)SC1=S (stereo unspecified) | -0.5 | -1.1 | -4.3 | -4.7
COCCNC(=O)CN(C(=O)CCC(=O)Nc1cc(C)on1)c1cccc(C)c1 | -0.7 | 0.0 | -5.3 | -8.5
CCOc1ccc(C(=O)Nc2ccc3nn(-c4ccc(C)cc4)nc3c2)cc1Br | -0.5 | 0.1 | 11.0 | 4.0
CC(=O)c1ccc(C(=O)Nc2nc(-c3ccccc3)c(-c3ccccc3)s2)cc1 | 0.4 | 0.0 | 4.0 | 2.1

# Screening results deposited in PubChem by The Scripps Research Institute Molecular Screening Center.
